HCV inh: HCV inhibition; Huh7.5.1 HCVcc-Cre infection, luciferase reporter, 44 h; Potency, µM (series often up to 41.8 µM), without a hit: top-dose activity change, negative = inhibition, most hits filed as inhibitors; actives 3.4% (n = 340,000); AID 651820; further: potency means the concentration at half of the fitted maximal effect
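1,000 cells/well; 4 h culture; + compound; + HCVcc-Cre (~0.5 moi); 44 h; luciferase substrate, RT 15 min; read 15 sec.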
LmPK inhibitor: inhibitors of Leishmania mexicana pyruvate kinase; actives 0.37% (n = 290,000); Q27686; Potency, µM (top dose mostly 57.5 µM), without a hit: top-dose activity change, negative = inhibition, hits mostly inhibitors; purified LmPK, Kinase-Glo ATP luminescence, 1 h; AID 1721; further: potency means the concentration at half of the fitted maximal effect
Target sequence (Q27686 whole entry, looked up): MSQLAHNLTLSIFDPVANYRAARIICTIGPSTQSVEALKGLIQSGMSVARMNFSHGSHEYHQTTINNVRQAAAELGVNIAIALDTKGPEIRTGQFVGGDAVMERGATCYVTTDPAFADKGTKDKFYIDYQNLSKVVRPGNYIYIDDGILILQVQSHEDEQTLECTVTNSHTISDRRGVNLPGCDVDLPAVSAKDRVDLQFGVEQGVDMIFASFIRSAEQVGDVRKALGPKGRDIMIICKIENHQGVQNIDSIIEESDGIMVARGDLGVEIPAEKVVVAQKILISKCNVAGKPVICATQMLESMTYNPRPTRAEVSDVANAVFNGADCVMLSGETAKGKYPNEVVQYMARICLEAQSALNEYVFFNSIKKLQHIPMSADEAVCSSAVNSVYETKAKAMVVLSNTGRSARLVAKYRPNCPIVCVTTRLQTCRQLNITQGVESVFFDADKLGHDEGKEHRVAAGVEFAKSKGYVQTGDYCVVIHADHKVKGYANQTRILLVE
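ATP generated from ADP (0.1 mM) and PEP (0.5 mM) by 0.1 nM LmPK over 1 h at room temperature (pH 7.2 imidazole buffer) was detected by coupled luciferase luminescence. Values were normalized to uninhibited and no-enzyme wells.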
HCMV inh: blocks human cytomegalovirus replication; HFF cells, HCMV-luciferase reporter, 72 h; stronger effect = lower value; actives 4.5% (n = 410,000); activity change, negative = inhibition, % at 57.5 µM; AID 1259415; in the data active means activity change below about -60%; inconclusive means no clear call, values can overlap the other calls; inactive means above about -39%
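Steps: HFFs plated, 16 h 37C; compounds added; HCMV-luciferase added to MOI 1 PFU/cell; 72 h 37C; OneGlo reagent, 5 min room temperature; luminescence read, normalized to controls.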
AmpC inh no detg: blocks E. coli AmpC beta-lactamase in detergent-free assay; P00811; AmpC nitrocefin hydrolysis, absorbance 480 nm, 0.0001% Triton; Potency, µM (highest dose often 57.1 µM), for the others: at the highest dose activity change, negative = inhibition, actives largely listed as inhibitors; actives 0.52% (n = 330,000); AID 485341;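 further: potency means the concentration at half of the fitted maximal effect; plate controls were no compound for no effect and no enzyme for full effect; nearly all actives have a fitted effect of over 20% in size; some results filed as inactive show a strong effect at the top dose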
Target sequence (P00811 whole entry, looked up): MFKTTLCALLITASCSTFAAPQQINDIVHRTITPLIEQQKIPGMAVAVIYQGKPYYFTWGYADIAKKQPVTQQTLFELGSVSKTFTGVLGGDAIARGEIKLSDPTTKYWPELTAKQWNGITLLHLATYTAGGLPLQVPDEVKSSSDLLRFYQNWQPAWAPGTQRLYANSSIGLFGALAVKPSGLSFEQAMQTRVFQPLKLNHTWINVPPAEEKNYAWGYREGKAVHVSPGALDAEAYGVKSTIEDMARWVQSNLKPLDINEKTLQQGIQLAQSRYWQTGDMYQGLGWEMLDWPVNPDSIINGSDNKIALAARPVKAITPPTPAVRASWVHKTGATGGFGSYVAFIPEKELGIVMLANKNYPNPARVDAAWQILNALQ
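AmpC (5.3 nM in the dispensed reagent) in 20 mM phosphate pH 7.0 with 0.01% (detergent screen) or 0.0001% Triton X-100 was preincubated with compounds for 15 min at room temperature. Nitrocefin was then added from an 800 uM solution, and hydrolysis was followed at 480 nm.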
AmpC detergent: AmpC beta-lactamase inhibition with detergent present | AID 485294 | Potency, µM (titrated, usually from 114 µM), without a hit: at the highest dose activity change, negative = inhibition, most hits filed as inhibitors | AmpC hydrolysis of nitrocefin, absorbance 480 nm, 0.01% Triton | actives 0.041% (n = 370,000);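 further: potency means the concentration at half of the fitted maximal effect; 0% = no-compound wells and -100% = no-enzyme wells; nearly all actives have a fitted effect of over 25% in size; some results filed as inactive show a strong effect at the top dose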
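AmpC (5.3 nM in the dispensed reagent) in 20 mM phosphate pH 7.0 with 0.01% (detergent screen) or 0.0001% Triton X-100 was preincubated with compounds for 15 min at room temperature. Nitrocefin was then added from an 800 uM solution, and hydrolysis was followed at 480 nm.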
AMA1 RON2 block: inhibitors of Plasmodium falciparum AMA1-RON2 interaction. AlphaScreen AMA1-biotinylated RON2 peptide binding. Potency, µM (titrated, usually from 58.2 µM), for inactives: at the highest dose activity change, negative = inhibition, hits mostly inhibitors. actives 0.2% (n = 360,000). AID 720542;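 further: potency means the concentration at half of the fitted maximal effect; 0% = vehicle wells and -100% = peptide control; nearly all actives have a fitted effect of over 45% in size; some results filed as inactive show a strong effect at the top dose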
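AMA1 (3D7) with his tag at 25 nM final met compounds first, then biotinylated RON2 peptide at 25 nM; detection used donor plus acceptor beads, 10 µg/mL apiece, read by AlphaScreen after 30 min at room temperature.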
Tb PYK inh: blocks Trypanosoma brucei pyruvate kinase; Potency, µM (highest dose often 76.8 µM), without a hit: at the top dose activity, negative = inhibition, usual class: inhibitors; TbPYK enzyme, Kinase-Glo Plus ATP luminescence, 45 min; actives 0.12% (n = 410,000); Q57TT1; further: potency means the concentration at half of the fitted maximal effect; nearly all actives have a fitted effect of over 50% in size
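Screened from lowest to highest concentration, compounds were pinned into TbPYK/substrate mixtures, and ADP (130 uM final) was added. Plates sat at room temperature for 45 min prior to Kinase-Glo Plus detection by luminescence.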
An asterisk follows results filed as active; u = inconclusive; x = no result given; & = joins results of further samples; [ ] = dose if it differs, or a comment. Unless noted, the call rests on the fitted dose curve; in most records, active means well fitted curve in the direction sought with a large enough effect; inconclusive means small, poorly fitted or top-dose-only effect, or another doubt; inactive means no such curve, though single readings can be large; an effect the other way counts as inactive or inconclusive. Unless noted, on the % scale 0 is the no-effect control and ±100 the full control effect.

Every second line gives: HCV inh	LmPK inhibitor	HCMV inh	AmpC inh no detg	AmpC detergent	AMA1 RON2 block	Tb PYK inh
> C(=N\N=C\c1ccncc1)/c1ccncc1
→ 18%	x	-12	-27%	-7%	-1%	3%
> COc1cccc(/C=N/Nc2ccc(Cl)nn2)c1
→ -5%	6%	x	-15%	-18%	23%	1%
> NC(CO)c1cn([C@@H](CCC(=O)O)C(=O)N2CCNCC2)nn1 (stereo partly drawn)
→ 23%	-2%	-6	-5%	-6%	10%	1%
> COc1ccc(C(=O)NNC(=O)CNC(=O)C2CCCCC2)cc1
→ u	-7%	-7	-7%	5%	8%	-2%
> CCCNC(=O)c1cc(S(=O)(=O)N2CCCCC2)c[nH]1
→ -16%	0%	x	-17%	-11%	2%	-5%
> CCCCn1c(N)c(N(CCOC)C(=O)CSc2nnc(C)n2-c2ccc(OC)cc2)c(=O)[nH]c1=O
→ 0%	x	-5	8%	-2%	-7%	-12%
> COc1ccc(-n2c(C)nc3cc(C(=O)O)ccc32)cc1
→ 0%	-2%	47	-5%	-3%	1%	-1%
> CC(=O)c1ccc(NC(=O)Cn2c3ccccc3c3nc(=O)cc(C)n32)cc1
→ 0%	2%	34	5%	2%	-1%	1%
> COCCCN(CC(=O)Nc1ccc(F)cc1)S(=O)(=O)c1cccs1
→ -1%	x	-8	-4%	x	16%	3%
> CCOC(=O)c1ccccc1NC(=O)c1ccc2nccnc2c1
→ u	2%	-18	7%	-14%	11%	3%

Structures shown so far that contain sulfur:
Every second line gives: HCV inh	LmPK inhibitor	HCMV inh	AmpC inh no detg	AmpC detergent	AMA1 RON2 block	Tb PYK inh
> CCCNC(=O)c1cc(S(=O)(=O)N2CCCCC2)c[nH]1
→ -16%	0%	x	-17%	-11%	2%	-5%
> CCCCn1c(N)c(N(CCOC)C(=O)CSc2nnc(C)n2-c2ccc(OC)cc2)c(=O)[nH]c1=O
→ 0%	x	-5	8%	-2%	-7%	-12%
> COCCCN(CC(=O)Nc1ccc(F)cc1)S(=O)(=O)c1cccs1
→ -1%	x	-8	-4%	x	16%	3%

(further entries)
Every second line gives: HCV inh	LmPK inhibitor	HCMV inh	AmpC inh no detg	AmpC detergent	AMA1 RON2 block	Tb PYK inh
> COc1cc(/C=C2/SC(=O)N(Cc3ccccc3Cl)C2=O)ccc1OCc1ccncc1
→ 2%	3%	8	-3%	1%	-1%	-1%
> CCCc1cc(=O)[nH]c(SCC(=O)Nc2cc3c(cc2C(C)=O)OCO3)n1
→ 17%	8%	-15	-17%	-4%	7%	1%
> O=C(CSc1nnc(SCc2ccccc2)s1)NNC(=S)Nc1ccccc1
→ 28%	7%	4	-8%	2%	43%[activator][2.32 µM]	-11%
> COc1cc(C(=O)N/C(=C\c2cn(C)c3ccccc23)C(=O)NCCCn2ccnc2)cc(OC)c1OC
→ -5%	0%	-8	105%[activator]	-12%	-2%	-5%
> CCCCCNC(=O)C(C#N)c1nc2ccccc2nc1N1CCCC1 (stereo not drawn)
→ 10%	-4%	x	-9%	-5%	-2%	-5%
> CN1CCN(c2ccc(CNS(=O)(=O)c3ccc(F)cc3Cl)cc2)CC1
→ 3%	-2%	20	-13%	-9%	-10%	4%
> Cc1cc(C(=O)N2CCN(C(=O)c3ccco3)CC2)ccc1[N+](=O)[O-]
→ 0%	0%	69	-20%	2%	-1%	-1%
> Cc1nn(CC(=O)NCCc2ccc(Cl)cc2)c(C)c1[N+](=O)[O-]
→ -12%	-2%	-34	-5%	-11%	-6%	-1%
> NC1=NC[C@H](c2ccccc2)N1CCc1cccc(F)c1
→ 4%	1%	14	-27%	5%	-2%	-1%
> O=C(Oc1ccccc1)c1ccc(-n2cnnn2)cc1
→ 0%	1%	5	91%[activator]	u	0%	4%
> CCn1c(C)nnc1SCC(=O)NC1CCCC1
→ 16%	-3%	5	-2%	5%	-5%	3%
> CCCn1c2ccccc2c2cnn(CC(=O)NCCc3ccc(OC)cc3OC)c(=O)c21
→ x	x	-19	x	-2%	x	2%
> Cc1cc(NC(=O)CCC(=O)N(CCC(C)C)CC(=O)NCC2CCCO2)no1 (stereo not drawn)
→ 14%	-3%	-10	0%	u	10%	-3%
> CC(=O)NCCNc1nc(NC(C)C)nc2ccsc12
→ x	x	6	x	x	-3%	-9%
> CCc1nc(SCC(=O)N2CCc3cc(OC)c(OC)cc3C2)c(C#N)cc1C
→ u	x	-31	x	x	2%	u
> CC1C(c2cccs2)=[N+]([O-])C(C)(C(=O)c2ccc(Cl)cc2)N1O (stereo not drawn)
→ -1%	x	-6	x	x	23%	9%
> CCOc1ccccc1-c1n[nH]c(=S)o1
→ 11%	2%	117	-15%	-3%	20%	-13%
> Cc1ccc(C(=O)N2CCN(S(=O)(=O)N3CCOCC3)CC2)cc1
→ 10%	-1%	11	-11%	6%	3%	-2%
> CCN(CC)C(=O)CN(c1cccc([N+](=O)[O-])c1)S(=O)(=O)c1ccccc1
→ -6%	0%	3	23%	8%	-8%	4%
> COc1ccccc1OCC(=O)NCCCn1ccnc1
→ 3%	4%	-9	59%	-6%	-5%	1%
> Cc1ccc2c(c1C)OC(=O)CC2(C)C
→ 26%	-7%	-18	-15%	-3%	-12%	4%
> COc1ccc2nc(N3CCCC(C(=O)NCCCN4CCN(C)CC4)C3)sc2c1 (stereo not drawn)
→ u	-3%	56	30%	-5%	-1%	-3%
> CCc1ccc(NC(=O)c2oc3c(c2C)-c2[nH]ncc2CC3)cc1
→ x	x	17	x	-8%	x	-3%
> Cc1cccc(Oc2ncccc2[N+](=O)[O-])c1C
→ 4%	x	-22	x	x	-3%	0%
> N#Cc1c(Cn2cncn2)nc(=O)n(-c2ccccc2)c1N
→ 10%	1%	-1	-12%	3%	8%	-1%
> CCOC(=O)c1nc(N2CCN(c3ccc(F)cc3)CC2)c2c(C)noc2n1
→ x	x	-11	x	-4%	x	0%
> C=CCn1c(SCc2ccc(OC)cc2)nnc1-c1cccnc1
→ 17%	2%	7	-1%	-12%	0%	-4%
> CCCCSc1nnc2c(n1)OC(c1ccc(C)s1)Nc1ccccc1-2 (stereo not drawn)
→ x	x	u	x	23%	x	0%
> CC(=O)Nc1ccc(NC(=O)C(C)OC(=O)C(C)SCC(=O)Nc2ccc(C)cc2)cc1 (stereo not drawn)
→ 4%[8.37 µM]	x	-34	-2%	-16%	10%	-5%
> CC(/C=N/NC(=O)c1ccc(CN2c3cccc4cccc(c34)S2(=O)=O)cc1)c1ccccc1 (stereo not drawn)
→ -24%	-2%	-23	-42%	-5%	74%[activator]	-12%
> Cc1cc(C)nc(NS(=O)(=O)c2ccc(N=Cc3c(C)[nH]n(-c4ccccc4)c3=O)cc2)n1
→ 4%	-6%	16	-26%	-7%	80%[activator]	-4%
> CN(Cc1ccccc1)C(=O)c1cc(-c2ccc(Br)cc2)on1
→ u	4%	-6	-29%	-3%	27%	-6%
> CCC(=O)N1CCC1(C)C(=O)Nc1ncc(C)s1 (stereo not drawn)
→ x	x	26	x	x	15%	1%
> O=C(NC1CCN(Cc2ccccc2)CC1)c1ccccc1Cl
→ 14%	-7%	-16	-28%	u	-3%	-4%
> Cc1ccc(NC(NC(=O)OCCn2c([N+](=O)[O-])cnc2C)C(Cl)(Cl)Cl)cc1 (stereo not drawn)
→ 14%	4%	x	-7%	-7%	x	x
> Cc1ccc(NC(=O)CCn2cc(C(F)(F)F)ccc2=O)cc1
→ 23%	1%	-16	9%	8%	-10%	0%
> Cc1ccccc1Nc1c(-c2ccc(N3CCOCC3)cc2)nc2ncccn12
→ -18%	-1%	-9&60	124%[activator]	-3%&13%	-4%	2%&-9%
> c1ccc(Cn2nnc3c(N4CCN(Cc5ccc6c(c5)OCO6)CC4)ncnc32)cc1
→ 7.1µM*	-6%	-22	57%	0%	-1%	1%
> COc1ccc(NC(=O)Nc2cccc3c2O[C@H](CN(C)S(=O)(=O)c2ccccc2)[C@@H](C)CN([C@H](C)CO)C3=O)cc1
→ u	x	16	210%[activator]	x	-2%	3%
> COc1ccc(S(=O)(=O)NC(=O)C2(C)CCN2C(=O)CC2CCCC2)cc1 (stereo not drawn)
→ x	x	6	x	x	0%	0%
> CC(=O)Nc1ccc(NC(=O)C(C)OC(=O)c2ccc3[nH]c(C)c(C)c3c2)cc1 (stereo not drawn)
→ 5%	x	-6	5%	-18%	-19%	-4%
> O=C(CCCOc1ccccc1)Nc1nnc(C2CCCO2)s1 (stereo not drawn)
→ -5%	3%	54	-29%	-6%	-1%	-3%
> COc1ccc(-c2cc(C)no2)cc1S(=O)(=O)NCCCN1CCN(c2ccccc2)CC1
→ 6%	3%	u	138%[activator]	1%	0%	3%
> Cc1ccc(N(CC(=O)NCc2ccncc2)S(C)(=O)=O)cc1
→ 9%	-3%	11	-16%	-4%	4%	-9%
> COc1ccccc1N/C(N)=N/c1nc(C(F)(F)F)cc(=O)[nH]1
→ u	-1%	3	-19%	15%	-15%	16%
> Cc1cc(-n2c(C)cc(C(=O)CSc3nncn3C)c2C)no1
→ u	x	-24	-17%	x	-7%	3%
> CCO[C@@H]1OC(C(=O)Nc2ccccc2)=C[C@H](c2ccccc2)[C@H]1CCCO
→ 1%	6%	-61*	71%[activator]	9%	4%	4%
> O=C(Oc1ccccc1N1CCOCC1)c1ccccc1
→ 6%	2%	8	-7%	-6%	-15%	-1%
> CC(=O)Nc1ccc(C(=O)NC2CCSc3ccccc32)cc1 (stereo not drawn)
→ 2%	-5%	32	-2%	-1%	-6%	-4%
> CCOC(=O)/C=C1\SCC(=O)N1CC(=O)NCc1cccc(Cl)c1
→ -8%	1%	9	-21%	-6%	-18%	3%

The list goes on.
Every second line gives: HCV inh	LmPK inhibitor	HCMV inh	AmpC inh no detg	AmpC detergent	AMA1 RON2 block	Tb PYK inh
> CN(Cc1ccccc1)c1ccc(-c2nc(-c3cccnc3)no2)cc1[N+](=O)[O-]
→ x	x	5	x	-1%	x	-3%
> Cn1c(=O)c2ncn(CC(=O)NCCOCc3ccccc3Cl)c2n(C)c1=O
→ 9%	-3%	36	-10%	-1%	1%	-4%
> CCOC(=O)c1c(C)[nH]c(C)c1S(=O)(=O)N(C)CC(=O)Nc1cccc(F)c1
→ -22%	4%	36	-11%	u	-3%	-3%
> CC(C)NC(=O)C1(C)Cc2c(-c3cccc(C(F)(F)F)c3)ccnc2O1 (stereo not drawn)
→ x	x	1	x	x	-2%	-4%
> COc1ccccc1C(O)c1ncc(-c2cccc(C(F)(F)F)c2)[nH]1 (stereo not drawn)
→ x	x	-22	x	x	-2%	-6%

Bioassay records from PubChem.
